# NLRP3 yeast inh – NALP3 inhibition in yeast. Yeast reconstituted NLRP3/ASC/caspase-1, beta-gal luminescence, 24 h. inhibition, % at 10 µM. 330,000 tested, 0.39% active. AID 2825;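 active = inhibition of 50% or more; inactive = inhibition below 50%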;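 note: plate controls were induced DMSO wells for no effect and uninduced yeast grown without galactose for full effect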
# UPR CHOP act – apoptotic UPR (CHOP) activation. CHO-CHOP luciferase reporter, luminescence; percent of tunicamycin response over DMSO baseline. activation, % at 10 µM. 330,000 tested, 0.34% active. AID 449763;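 active = at 10 µM dose, activation of 40% or more, normalized to positive control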;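 note: 100% = tunicamycin at 10 µg/mL and 0% = DMSO alone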
#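 System: CHO-CHOP luciferase reporter cell line | Buffer or medium: F12 medium containing 10% fetal bovine serum | Doses: One dose, 10 µM in 0.5% DMSO | Times: 6 h compound exposure at 37 °C after overnight seeding | Signal: Luciferase luminescence | Read-out: % activation vs tunicamycin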
# tim23-1 inh – growth inhibitors of tim23-1 mutant yeast; 330,000 tested, 1.3% active; AID 463212; inhibition, % at 20 µM; S. cerevisiae tim23-1 growth, BacTiter-Glo luminescence, 24 h;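 active = growth inhibition of the mutant yeast at or above 50%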;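 note: temperature-sensitive mutant grown at 25 °C; plate controls were DMSO-treated mutant yeast for no effect and medium wells lacking yeast for full effect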
# Mdm2 MdmX PPI – inhibitors of human Mdm2/MdmX interaction. 330,000 tested, 3% active. inhibition, % at 8 µM. SaOS-2 split-luciferase Mdm2/MdmX complementation, luminescence;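 active = inhibition of at least 50% at 8 µM in the primary screen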
# Target sequence (O15151 whole entry, looked up): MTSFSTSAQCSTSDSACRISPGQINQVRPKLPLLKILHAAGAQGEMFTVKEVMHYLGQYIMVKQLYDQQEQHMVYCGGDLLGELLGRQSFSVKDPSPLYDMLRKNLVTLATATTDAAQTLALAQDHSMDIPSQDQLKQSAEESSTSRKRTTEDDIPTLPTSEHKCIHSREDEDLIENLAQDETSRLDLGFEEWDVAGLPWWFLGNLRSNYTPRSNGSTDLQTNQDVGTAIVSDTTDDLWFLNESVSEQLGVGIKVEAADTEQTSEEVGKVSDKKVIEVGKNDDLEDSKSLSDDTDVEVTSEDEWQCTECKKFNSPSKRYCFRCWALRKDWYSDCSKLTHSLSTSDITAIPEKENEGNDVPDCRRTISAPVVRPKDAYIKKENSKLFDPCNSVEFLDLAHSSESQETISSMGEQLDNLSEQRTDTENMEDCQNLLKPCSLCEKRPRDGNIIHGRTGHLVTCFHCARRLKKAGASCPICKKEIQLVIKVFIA
# Target sequence (Q00987 whole entry, looked up): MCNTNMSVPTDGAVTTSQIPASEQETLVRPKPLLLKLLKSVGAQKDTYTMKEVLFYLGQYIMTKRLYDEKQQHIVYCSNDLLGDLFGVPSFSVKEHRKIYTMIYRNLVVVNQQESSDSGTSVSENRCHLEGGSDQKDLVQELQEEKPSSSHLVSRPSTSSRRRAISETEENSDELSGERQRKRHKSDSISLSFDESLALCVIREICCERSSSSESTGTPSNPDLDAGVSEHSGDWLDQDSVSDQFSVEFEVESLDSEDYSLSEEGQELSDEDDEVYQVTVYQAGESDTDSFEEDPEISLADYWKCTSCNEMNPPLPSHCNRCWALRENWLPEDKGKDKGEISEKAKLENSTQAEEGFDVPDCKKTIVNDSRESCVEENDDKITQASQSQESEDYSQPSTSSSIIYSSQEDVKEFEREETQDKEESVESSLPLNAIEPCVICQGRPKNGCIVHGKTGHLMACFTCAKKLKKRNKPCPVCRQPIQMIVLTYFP
# APJ ag – activates the human apelin receptor APJ | AID 2520 | P35414 | CHO-K1 APJ PathHunter beta-arrestin, luminescence; 0% DMSO wells, 100% apelin | 330,000 tested, 0.11% active | activation, % at 20 µM;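 active = activation more than six SD over the plate average, tested at 20 µM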;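 note: 0% = DMSO alone and 100% = apelin-13 at 10 nM; some results filed as inactive read as strong as hits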
#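 Test system: CHO-K1 APJ beta-arrestin complementation cell line. Amount: cell density 1000 per well. Controls: DMSO negative, 10 nM Apelin-13 positive. Signal: luminescent beta-gal fragment complementation, chemiluminescent substrate. Read-out basis: agonist-driven arrestin binding to APJ. Timing: compound stimulation 90 min at 25 °C, detection 60 min.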
# tim10-1 inh – inhibits growth of tim10-1 mutant yeast; S. cerevisiae tim10-1 ts strain growth, BacTiter-Glo, 24 h; AID 463190; inhibition, % at 20 µM; 330,000 tested, 2.2% active;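 active = inhibition of at least 40%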;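 note: mutant grown at 25 °C; 0% = DMSO wells with yeast and 100% = wells holding no yeast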
# UPR XBP1 act – activators of adaptive arm of unfolded protein response (XBP1) | CHO-XBP1 luciferase reporter, IRE1-XBP1 UPR activation, luminescence; percent of tunicamycin response, DMSO as zero | 330,000 tested, 0.33% active | activation, % at 20 µM;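 active = versus positive control, 20 µM dose yields 30% or more activation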;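 note: 100% = tunicamycin at 10 µg/mL and 0% = DMSO only wells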
#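 Signal: luciferase luminescence; Assay system: CHO-XBP1 luciferase reporter cells; Amount: one thousand reporter cells per well; Dosing: 20 µM single concentration, DMSO 1%; Benchmarks: high control tunicamycin 10 µg/mL final, low control DMSO vehicle only; Schedule: 6 h compound exposure at 37 °C, 5% CO2; Evaluation: percent activation relative to tunicamycin reference.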
# GRIN3A LBD mod – modulates the human NR3A ligand-binding domain. Tm shift relative to glycine control, % at 25 µM. AID 1259313. 340,000 tested, 2.5% active. NR3A LBD differential scanning fluorimetry, Tm shift; 0% = protein alone, 100% = glycine-bound protein;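 active = melting temperature shift of at least 10% of the positive control shift, at one fixed dose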
# TIM10 inh – inhibits growth of TIM10 yeast strain; 330,000 tested, 1.4% active; S. cerevisiae TIM10 strain growth, BacTiter-Glo luminescence, 24 h; inhibition, % at 10 µM; AID 463195;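 active = inhibition of 40% or more at the single tested concentration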;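 note: wild-type TIM10 isogenic control strain grown at permissive 25 °C; 0% = DMSO yeast wells and 100% = minimal medium wells without yeast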
# * hit, by the source's call; / = not tested or not shown.
SMILES,NLRP3 yeast inh,UPR CHOP act,tim23-1 inh,Mdm2 MdmX PPI,APJ ag,tim10-1 inh,UPR XBP1 act,GRIN3A LBD mod,TIM10 inh
O=C(C1CCN(C2CCN(Cc3cccc4c3OCO4)CC2)CC1)N1CCOCC1,4,0.3,5,10,0,7,-2,0,4
Cc1cc(C)cc(OC(=O)COc2ccccc2C)c1,10,-0.9,-1,6,1,20,4,4,3
NS(=O)(=O)c1ccc(CCNC(=O)c2ccc(CS(=O)(=O)c3ccc(Br)cc3)o2)cc1,9,-2.2,-6,-7,-2,-8,0,0,6
O=C(N[C@@H](Cc1ccccc1)C(=O)Nc1ccc(F)cc1)C1CCNCC1,7,0.8,-6,2,-1,-21,-1,-2,1
Cc1ccc(NC(=S)Nc2cccnc2)c(S(=O)(=O)N2CCCCC2)c1,-8,-0.8,16,9,-1,17,-6,-2,-27
CCCn1nc(C(=O)N2CCc3ccccc3C2)c2ccccc2c1=O,13,0.2,35,-5,-3,23,-3,0,6
CC(C)(C)NC(=O)CSc1nncn1NCc1ccccc1,-4,-0.8,5,-3,-7,17,0,0,-16
COc1ccccc1-c1cc(C(=O)NCCN2CCOCC2)no1,-1,0.3,2,8,0,11,0,-1,-4
CC(C)Oc1ccc(CCC(=O)NNC(=O)CCC(=O)O)cc1,-17,1.7,12,-10,-3,10,-3,2,-11
CC1(C)CC(=O)C2=C(C1)N(c1ccc(F)cc1)C(=O)C2(NC(=O)c1ccccc1)C(F)(F)F (centres undefined),3,1.6,-10,-8,-3,-11,-3,/,-2
CCn1c2ccccc2c2cc(NC(=O)CSc3nnc(-c4ccccc4)o3)ccc21,10,1.6,-2,44,-4,6,3,0,-9
COc1ccc(C)cc1NC(=O)C1CCCN(S(=O)(=O)c2ccc3c(c2)CCCN3C(C)=O)C1 (centres undefined),2,1.3,18,26,-2,22,-3,-2,10
CSc1nc2nc(-c3ccccc3)cc(C(F)(F)F)n2n1,14,-1.2,-4,8,-6,0,0,0,3
CC(OC(=O)c1cccc(S(=O)(=O)N2CCCC2)c1)C(=O)c1ccccc1 (centres undefined),2,-1.5,12,23,-6,7,-3,1,-14
COC(=O)c1cc(COc2ccc3oc(C)c(C(=O)OC)c3c2)c(C)o1,32,-2.3,11,25,-4,2,-2,0,-1
Cc1ccc(OCc2nc(-c3ccccc3)no2)cc1,19,7.9,11,-133,2,6,2,1,-16
O=c1[nH]c(=S)[nH]nc1Cc1ccc(Cl)c(Cl)c1,18,-0.5,1,1,1,11,1,2,-13
COc1ccc(Cl)cc1C(=O)Nn1cnc2ccccc2c1=O,26,0.6,-2,-1,7,3,-3,1,3
Cc1cc2[nH]ncc2cc1NC(N)=S,2,2.7,1,15,-7,6,-1,0,-10
COc1ccc(CCNc2ncnc3c2c(C)c(C)n3CCCN(C)C)cc1OC,-4,1.3,5,18,-1,14,0,-1,-21
N#CCCNCC1(c2ccccc2)CCCC1,1,-2.1,-13,4,-4,1,-3,-1,0
O=C(NCCO)/C(=C\c1ccc([N+](=O)[O-])o1)NC(=O)c1ccccc1,9,-1.6,3,38,-1,12,-1,-1,1
COC(=O)C1=C(c2ccc(OC)cc2)OC(=O)C1(C)C,2,-0.5,-4,3,-2,10,-2,-1,-11
CC(C)(C)NC(=O)C[C@H]1C[C@H](C(=O)N2CCOCC2)[C@@]2(C)c3[nH]c4cc(-c5ccco5)ccc4c3CCN2C1=O,/,0.7,31,18,/,16,0,0,-2
COc1ccc(CCN(C)C2CCCN(C(=O)c3sccc3C)C2)cc1OC (centres undefined),15,1.3,8,-6,-3,0,-3,0,-5
N#CCCN1CCCc2cc(N=Nc3ccc(C(F)(F)F)cc3)ccc21,25,2.8,22,3,-6,41*,1,-4,26
Cc1cc2c(C)ccc(C)c2nc1SCC(=O)c1cccs1,20,-3.4,18,-2,-5,22,-3,3,13
CN(Cc1ccccc1)S(=O)(=O)c1ccc(Cl)c(C(=O)NCCc2ccccn2)c1,7,1.0,18,32,1,13,-2,-1,18
O=C(CC(C(=O)O)c1ccc(Cl)cc1)c1ccc(Cl)c(Cl)c1 (centres undefined),-5,-1.5,22,-2,0,13,-2,-2,1
COc1ccc(S(=O)(=O)N2CCOC2CNC(=O)C(=O)NCc2ccncc2)cc1OC (centres undefined),12,2.0,-3,8,19,-17,-1,0,5
C/C=C(\C)C(=O)NCCN1C2=NC[C@@H](C)N2C[C@@H]1Cc1ccc(OC)cc1,9,-1.5,8,-22,0,-6,-3,-3,2
OCCN(Cc1nc(-c2ccc3c(c2)OCO3)no1)Cc1cccs1,30,1.9,3,0,-4,-17,1,0,0
CCCCC(=O)Nc1cccc(-c2cn3ccccc3n2)c1,7,2.6,-6,-16,-5,-7,-3,-1,-2
CCc1ccc(S(=O)(=O)Nc2ccc(O)c3c(=O)cc(-c4ccccc4Cl)oc23)cc1,12,0.6,1,28,2,-7,-1,3,-2
Cc1ccc(C#N)c(SCc2ccccc2F)n1,1,2.6,10,21,-1,2,-2,-3,12
COc1ccc(C(=O)NCc2nnc(SCC(=O)Nc3ccc4c(c3)OCO4)o2)cc1,1,-1.5,0,10,-3,-2,0,-2,4
CCC(=O)Nc1ccc(C(=O)Nc2ccc3c(c2)C(=O)N(CC2CCCO2)C3=O)cc1 (centres undefined),8,-1.5,-3,12,-3,-5,-1,-5,-17
CCOC(=O)CNC(=O)CSc1nnc(NC(=O)c2ccccc2Cl)s1,0,2.4,13,11,0,16,-1,0,-1
CCCCOc1ccc(-c2ncc(C(=O)OCC)c(N)n2)cc1,18,6.6,20,-137,-3,23,5,-20,18
CC(Oc1ccc2c(-c3ccccc3)cc(=O)oc2c1)C(=O)O (centres undefined),5,0.5,-1,5,1,11,-2,2,-6
Nc1c(/C=C2\C=Nc3ccccc32)c(=O)nc2sc(CC(=O)N3CCOCC3)nn12,12,-1.9,-8,-10,-1,0,2,-3,1
Cc1cc(N/C(=N\S(=O)(=O)c2ccc(Cl)cc2)c2ccc(F)cc2)no1,2,0.8,34,-1,-4,29,3,1,37
COCCNC(=O)C1c2ccccc2C(=O)N(CCOC)C1c1ccc(F)cc1 (centres undefined),6,-1.7,6,-37,6,11,3,2,7
CCOC(=O)C(/C(C)=N/NC(=O)C1CC1c1ccccc1)C(C)C (centres undefined),-17,0.7,13,13,-2,19,-3,16*,17
COc1ccccc1OCc1nnc(SCC(=O)N2CCCCC2)n1-c1ccccc1,4,-0.3,14,12,5,3,2,2,-4

# Part of the list above, with values under each structure:
# Results follow in this order: NLRP3 yeast inh, UPR CHOP act, tim23-1 inh, Mdm2 MdmX PPI, APJ ag, tim10-1 inh, UPR XBP1 act, GRIN3A LBD mod, TIM10 inh
> CCCCC(=O)Nc1cccc(-c2cn3ccccc3n2)c1
 : 7, 2.6, -6, -16, -5, -7, -3, -1, -2
> CCc1ccc(S(=O)(=O)Nc2ccc(O)c3c(=O)cc(-c4ccccc4Cl)oc23)cc1
 : 12, 0.6, 1, 28, 2, -7, -1, 3, -2
> Cc1ccc(C#N)c(SCc2ccccc2F)n1
 : 1, 2.6, 10, 21, -1, 2, -2, -3, 12
> COc1ccc(C(=O)NCc2nnc(SCC(=O)Nc3ccc4c(c3)OCO4)o2)cc1
 : 1, -1.5, 0, 10, -3, -2, 0, -2, 4
> CCC(=O)Nc1ccc(C(=O)Nc2ccc3c(c2)C(=O)N(CC2CCCO2)C3=O)cc1 (centres undefined)
 : 8, -1.5, -3, 12, -3, -5, -1, -5, -17
> CCOC(=O)CNC(=O)CSc1nnc(NC(=O)c2ccccc2Cl)s1
 : 0, 2.4, 13, 11, 0, 16, -1, 0, -1
> CCCCOc1ccc(-c2ncc(C(=O)OCC)c(N)n2)cc1
 : 18, 6.6, 20, -137, -3, 23, 5, -20, 18
> CC(Oc1ccc2c(-c3ccccc3)cc(=O)oc2c1)C(=O)O (centres undefined)
 : 5, 0.5, -1, 5, 1, 11, -2, 2, -6
> Nc1c(/C=C2\C=Nc3ccccc32)c(=O)nc2sc(CC(=O)N3CCOCC3)nn12
 : 12, -1.9, -8, -10, -1, 0, 2, -3, 1
> Cc1cc(N/C(=N\S(=O)(=O)c2ccc(Cl)cc2)c2ccc(F)cc2)no1
 : 2, 0.8, 34, -1, -4, 29, 3, 1, 37
> COCCNC(=O)C1c2ccccc2C(=O)N(CCOC)C1c1ccc(F)cc1 (centres undefined)
 : 6, -1.7, 6, -37, 6, 11, 3, 2, 7
> CCOC(=O)C(/C(C)=N/NC(=O)C1CC1c1ccccc1)C(C)C (centres undefined)
 : -17, 0.7, 13, 13, -2, 19, -3, 16*, 17
> COc1ccccc1OCc1nnc(SCC(=O)N2CCCCC2)n1-c1ccccc1
 : 4, -0.3, 14, 12, 5, 3, 2, 2, -4

# Continuation.
SMILES,NLRP3 yeast inh,UPR CHOP act,tim23-1 inh,Mdm2 MdmX PPI,APJ ag,tim10-1 inh,UPR XBP1 act,GRIN3A LBD mod,TIM10 inh
CCOc1ccc(NC(=O)c2ccc3c(c2)OCCO3)cc1S(=O)(=O)N(CC)CC,8,-0.5,35,5,3,29,1,2,23
O=C(O)C1CC=CCC1C(=O)Nc1cc(Cl)ccc1Cl (centres undefined),8,-0.9,5,24,1,11,0,1,-7
CCOC(=O)N1CCN(C(=O)CSc2nnc(-c3ccc(C)c(C)c3)o2)CC1,11,0.4,18,16,-1,18,-1,-2,11
COC(=O)c1cc(NC(=O)C2C3C=CC(C3)C2C(=O)O)cc(C(=O)OC)c1 (centres undefined),-11,1.9,4,17,-5,6,0,0,2
O=C(NCc1ccc2c(c1)OCO2)c1ccc(N2CCCC2=O)cc1,6,0.6,22,-9,7,11,-2,1,-4
CCOC(=O)c1nc(N/N=C/c2ccccc2)sc1Br,15,2.2,17,1,-2,20,-4,-1,6
COc1ccc(CCN(C)CCC(=O)Nc2cc(C)ccc2C)cc1OC,12,0.1,2,8,-1,2,-7,-1,-9
